High-throughput results (PubChem)
West Nile virus CPE = inhibition of WNV-induced cytopathic effect – cell-based, CPE readout (AID 1621); CPE inhibition, % at 10 µM; hits with a dose series show IC50 in µM; 290,000 compounds, 0.02% hits; West Nile virus-infected cells, CPE inhibition; higher % means a stronger effect; in the data active = a potency from the dose series; inconclusive = CPE inhibition mostly from about 3.7% at the one dose, without a potency; inactive = the rest, 99 in 100 with CPE inhibition below about 2.2%; also: strong numbers were not always called active
GPR55 activation = selective activators of receptor GPR55 – imaging, U2OS cells, beta-arrestin-GFP redistribution, primary screen (AID 1961); U2OS GPR55 beta-arrestin-GFP redistribution imaging; higher % means a stronger effect; 290,000 compounds, 0.048% hits; one-dose activation, % at 10 µM; EC50 in µM for titrated hits;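 active = activation above 40% with more than 50 cells counted in the well; inconclusive = wells holding fewer than 50 cells, flagged as toxic or sparse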;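 also: U2OS osteosarcoma cells stably expressing GPR55 and beta-arrestin-GFP; plate controls were DMSO negative control for no effect and LPI positive control for full effect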
NTR1 ag = NTR1-driven beta-arrestin-GFP spot formation – imaging, U2OS cells, high content, primary screen (AID 493036); activation, % at 20 µM; agonist mode; 330,000 compounds, 0.17% hits; P30989;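 active = activation at or above 40% of the spot to cytoplasm intensity ratio, with at least 20 cells analyzed; inconclusive = wells under 20 cells, flagged as cytotoxic or low count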;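 also: 0% = DMSO without peptide and 100% = 100 nM NTR1 peptide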
Target sequence (P30989 whole entry, looked up): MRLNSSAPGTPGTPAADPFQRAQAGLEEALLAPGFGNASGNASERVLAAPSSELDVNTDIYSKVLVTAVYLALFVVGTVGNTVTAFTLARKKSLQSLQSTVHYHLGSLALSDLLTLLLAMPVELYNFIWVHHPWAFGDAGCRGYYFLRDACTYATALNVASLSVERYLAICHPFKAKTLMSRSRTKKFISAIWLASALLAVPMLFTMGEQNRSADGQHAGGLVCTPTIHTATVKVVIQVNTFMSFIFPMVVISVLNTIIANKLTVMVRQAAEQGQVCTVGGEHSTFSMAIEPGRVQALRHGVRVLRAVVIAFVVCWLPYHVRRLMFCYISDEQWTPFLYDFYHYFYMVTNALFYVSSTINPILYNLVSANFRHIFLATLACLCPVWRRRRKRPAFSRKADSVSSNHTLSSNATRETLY
GPR35 arrestin U2OS = inhibition of zaprinast-stimulated GPR35 beta-arrestin translocation – imaging, U2OS, beta-arrestin-GFP, zaprinast agonist, primary screen (AID 2058). U2OS GPR35 beta-arrestin-GFP translocation imaging, zaprinast antagonism; higher % means a stronger effect. inhibition, % at 10 µM; hits with a dose series show IC50 in µM. 290,000 compounds, 0.052% hits;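 active = inhibition of at least 50% with at least 30 cells and total cytoplasm GFP at most 10,000,000; inconclusive = under 30 cells or total GFP of 10,000,000 plus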
PhoP inhibition = PhoP-dependent GFP reporter repression – Salmonella Typhimurium, primary screen (AID 1863); 300,000 compounds, 0.16% hits; one-dose inhibition, % at 50 µM; IC50 in µM for titrated hits; S. Typhimurium PhoP-regulated promoter GFP reporter, 4 h; higher % means a stronger effect;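 active = inhibition over 29.93%, a cutoff 3 SD above the screen mean, later confirmed by dose response; inconclusive = inhibition over 29.93% but no dose response follow-up; inactive = inhibition at most 29.93% or unconfirmed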;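 also: 0% = low Mg2+ inducing control and 100% = high Mg2+ repressing control; strong numbers were not always called active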
T cell modulator = modulates CD8 T cell binding to vesicles; 2C CD8+ T cell-vesicle binding, flow cytometry; active compounds read low; calls only at 7 µM; 330,000 compounds, 0.068% hits; AID 2052;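 active = response, share of CD8 T cells binding vesicles, and their 90th percentile fluorescence all below set limits, cut at about 80% in these data, passing the limit was not always enough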
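Incubation: binding step 1.5 h, 37 °C, antibody labelling 20 min, ice; system: murine 2C transgenic CD8+ T lymphocytes; technique: cytometric PE anti-B7-1 and Alexa647 anti-CD8 signals after 1% paraformaldehyde fixation; also added: QL9-charged Drosophila Ld/ICAM-1/B7-1 vesicles; control set: naked versus QL9-loaded vesicles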
KOR beta-arrestin-1 = KOR agonists, beta-arrestin recruitment, primary screen, cell-based, luminescence, uHTS (AID 1777); activation, % at 10 µM; hits with a dose series show EC50 in µM; KOR beta-arrestin recruitment, luminescence; higher % means a stronger effect; 280,000 compounds, 0.02% hits; in the data active = activation above about 50%, passing the limit was not always enough; also: a part of the inactive calls stands beside numbers as strong as those of hits
GPR55 antagonists = GPR55 antagonists blocking LPI-driven arrestin recruitment, primary screen, imaging, U2OS, beta-arrestin-GFP, LPI agonist (AID 2013); inhibition, % at 10 µM; hits with a dose series show IC50 in µM; 290,000 compounds, 0.13% hits; U2OS GPR55 beta-arrestin-GFP translocation imaging, LPI antagonism; higher % means a stronger effect;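 active = spots per cell inhibited over 60%, with over 100 cells counted and total cytoplasm intensity under 500,000; inconclusive = wells with under 100 cells, flagged as likely toxic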;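 also: U2OS cells stably carrying GPR55 and arrestin-GFP stimulated by 5 µM LPI near EC80; imaged beta-arrestin-GFP aggregate spots per cell after agonist stimulation; plate controls were LPI-stimulated DMSO wells for no effect and DMSO wells without LPI for full effect; some results filed as inactive read as strong as hits; confirmed hits need IC50 under 10 µM and bright autofluorescent wells are also inconclusive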
KOR beta-arrestin-2 = KOR antagonists, beta-arrestin recruitment, cell-based, luminescence, uHTS (AID 1778); KOR beta-arrestin recruitment, luminescence, antagonist mode; higher % means a stronger effect; inhibition, % at 10 µM, or IC50 in µM where a hit was titrated; 290,000 compounds, 0.091% hits; in the data active = inhibition above about 50%; also: strong numbers were not always called active
T cell modulator vesicle-bound % = second read-out of T cell modulator, no call of its own (marks repeat the call); double positive events, %; measured here: CD8+ vesicle-bound cell fraction;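 binding gate set so that unloaded-vesicle control wells show 10% double positive cells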
NTR1 ag cell count 20 µM = second read-out of NTR1 ag, no call of its own (marks repeat the call); cell count; measured here: cell count, cytotoxicity flag
Numbers without * were called inactive; i = inactive; ? = inconclusive; . = not tested or not shown; [ ] = dose if it differs, or a comment.

SMILES	West Nile virus CPE	GPR55 activation	NTR1 ag	NTR1 ag cell count 20 µM	GPR35 arrestin U2OS	PhoP inhibition	T cell modulator	T cell modulator vesicle-bound %	KOR beta-arrestin-1	GPR55 antagonists	KOR beta-arrestin-2
CCOC(=O)Nc1cccc(Cl)c1C	0.0%	0.0%	-0.7	99	0%	0%	i	31	-5.0%	0%	27%
Cc1ccc(C(=O)c2c(NC(=O)c3ccccc3)sc(C)c2C)cc1	-0.9%	-0.1%	3.1	87	6%	0%	i	59	-1.0%	14%	20%
O=C(CSc1nc2ccccc2c(=O)n1-c1ccc(F)cc1)Nc1ccc2c(c1)CCC2	21µM*	0.9%	-0.8	86	3%	0%	i	31	-2.1%	11%	5%
CC(C)(C)CC(C)(C)c1ccc(OCC(=O)N/N=C/c2ccc(S(=O)(=O)O)o2)cc1	0.1%	0.3%	-0.5	43	31%	-2%	i	2	-0.6%	-2%	-9%
Cc1cc(CNC(=O)c2cccc(OC3CCN(S(=O)(=O)N(C)C)CC3)c2)on1	-0.8%	0.0%	3.2	29	0%	-1%	i	63	-2.8%	5%	12%
COc1cc(/C(C)=C/c2ccccc2)c2c(c1)oc1ccccc12	0.6%	-0.3%	.	.	7%	5%	i	33	3.0%	4%	-22%[20 µM]
COC(=O)C1=C(C)NC(=O)/C1=C\c1cc(C)n(-c2cccc(C)c2)c1C	0.4%	-0.1%	2.6	48	8%	-12%	i	24	-0.8%	-5%	-11%
C[C@@H](Nc1nc(-c2ccccc2)nc2c1oc1ccccc12)C(=O)O	0.7%	-0.3%	-0.2	56	-10%	1%	i	11	2.3%	10%	-20%
COC(=O)C1=CN(c2ccc(Cl)cc2)C=C(C(=O)OC)C1c1ccc([N+](=O)[O-])cc1	-0.9%	-0.1%	2.6	60	-8%	-4%	i	55	-2.4%	8%	16%
O=C(O)CCCn1nc(-c2ccccc2)c2ccccc21	-0.1%	-0.2%	-0.4	55	8%	8%	i	18	-1.3%	-1%	12%
O=C/C(=C\Nc1ccccn1)c1nc2cc(Cl)ccc2o1	0.0%	0.4%	-2.0	59	14%	-11%	i	35	2.0%	23%	17%
O=C(CSc1ccccc1)NCCSCc1ccccc1	-0.9%	0.1%	-2.5	56	-4%	1%	i	31	-0.6%	-5%	11%
CC(O)(C#CCN1CCCCCC1)c1ccccc1 (centres undefined)	0.1%	-0.1%	-0.4	82	5%	-1%	i	49	0.8%	3%	-1%
Cc1ccc(C)c(-n2cc(-c3ccc(Cl)cc3)nc2SCC(=O)NC2CCS(=O)(=O)C2)c1 (centres undefined)	-0.4%	1.1%	3.8	70	-3%	-2%	i	42	-2.4%	4%	-4%
COc1cc(C)nc(Oc2ccc(OCCOc3ccccc3)nn2)n1	-0.4%	0.5%	0.6	70	3%	-13%	i	50	.	-9%	-31%[20 µM]
Cc1ccc(C)c(Cn2nc(-c3ccccc3)ccc2=O)c1	-1.3%	0.6%	3.9	93	15%	-6%	i	35	-2.9%	-2%	-22%
O=C(ON=C1CCN(c2ccc([N+](=O)[O-])cc2)CC1)c1ccccc1	.	0.0%	0.4	65	2%	-4%	i	55	-1.0%	22%	14%
CC(=O)c1nnn(-c2ccc(Cl)cc2C#N)c1C	0.2%	0.4%	0.7	64	-2%	-6%	i	23	-2.0%	11%	-6%
CCOc1ccc(C2CC(c3ccccc3C)n3ncnc3N2)cc1 (centres undefined)	-1.0%	-0.1%	0.3	43	-2%	4%	i	41	8.0%	-4%	1%
CCc1ccc(NC(=O)Cn2nnc(C(=O)NCc3ccco3)c2N)cc1	0.0%	-0.2%	0.6	56	-11%	-6%	i	42	1.0%	2%	-28%
COc1ccc(NC(=O)c2ccco2)cc1NC(=O)COc1ccccc1	-1.6%	-0.2%	0.8	66	13%	-3%	i	54	3.0%	0%	-24%
Cc1ccc2nc(C)cc(NCCO)c2c1	0.1%	0.2%	0.6	63	-7%	8%	i	42	1.2%	12%	-78%
COC(=O)N/N=C(\C)c1ccc(-n2ccnc2)cc1	-0.4%	-1.1%	0.3	69	11%	8%	i	58	4.3%	-16%	-17%
O=C(O)CCN(Cc1ccccc1)S(=O)(=O)c1c(Cl)cccc1Cl	0.4%	0.8%	-1.2	47	26%	-1%	i	35	-1.9%	4%	-4%
O=C(CC1CC2CCC1C2)NCCc1ccc(Cl)cc1 (centres undefined)	-1.4%	0.3%	0.5	17	-15%	-2%	i	21	-3.2%	6%	-36%
Cc1cccc(-n2c(C)n[nH]c2=S)c1	0.1%	0.0%	-0.8	47	5%	-5%	i	22	-1.0%	4%	-30%
O=C(O)COCC(=O)N1CCCN(c2ccc(C(F)(F)F)cn2)CC1	0.3%	0.6%	.	.	2%	1%	i	54	-0.1%	2%	16%
CC(C)Cn1c(-c2cccs2)nc2nc3ccccc3nc21	0.1%	-0.2%	0.3	42	8%	0%	i	29	3.1%	-11%	-5%
Cc1cc(C(=O)NCc2ccccc2Cl)c2ccccc2n1	0.5%	0.2%	-0.1	34	2%	10%	i	17	-3.7%	-13%	-5%
CC(=O)Nc1cc(O)cc(O)c1	0.0%	-0.1%	3.1	65	2%	-5%	i	48	3.5%	2%	3%
C/C(=N/NC(=O)CCCOc1ccc(Cl)cc1Cl)c1ccc(C)o1	-0.8%	-0.3%	3.7	41	1%	-11%	i	8	4.3%	6%	-2%
CCOc1ccc(C2=Nc3ccccc3C(c3ccc(N4CCOCC4)cc3)=NN2)cc1	.	-0.1%	11	75	16%	-8%	i	33	6.0%	-24%	-33%
Cc1sc2ncn(CC(=O)N3CCN(c4ccccc4)CC3)c(=O)c2c1S(=O)(=O)N1CCOCC1	1.0%	-0.2%	-0.5	41	-6%	-7%	i	17	2.1%	0%	-7%
CCc1ccc(C(=O)NCC2COc3ccccc3O2)o1 (centres undefined)	?	-0.2%	-2.2	62	22%	-4%	i	21	-4.7%	.	-4%
COc1cccc(CNC(=O)Cn2ccc3cc(S(=O)(=O)N4CCCCCC4)ccc32)c1OC	-0.5%	-0.2%	0.0	62	14%	1%	i	48	-4.2%	0%	-26%
COc1ccc(-n2c(Cc3cc(=O)[nH]c(=O)[nH]3)nnc2SCC(=O)N2CCC(C)CC2)cc1	-0.1%	-0.2%	-0.4	43	2%	4%	i	69	12%	4%	-13%
CCN(CC)S(=O)(=O)c1ccc(NC2c3ccccc3C(=O)N2c2ccc(C)cn2)cc1 (centres undefined)	1.3%	0.3%	0.9	54	-4%	-12%	i	21	2.5%	-1%	-3%
COc1ccc(/C=C(/NC(=O)c2ccc(C)cc2)c2nc3ccccc3[nH]2)cc1OC	0.0%	0.4%	1.7	59	2%	-6%	i	0	5.4%	2%	-24%
COc1ccc(NC(=O)N2CCN(S(C)(=O)=O)CC2)c(OC)c1	0.9%	-0.1%	0.4	61	4%	5%	i	17	0.1%	9%	-8%[20 µM]
Cn1c(=NC(=O)CN2C(=O)C3CC=CCC3C2=O)sc2ccccc21 (centres undefined)	0.4%	-0.2%	-0.6	58	5%	6%	i	44	1.6%	-4%	25%
CCOC(=O)CSc1nc(C)c2ccccc2n1	0.5%	-0.2%	-0.4	30	-10%	11%	i	23	8.4%	1%	-46%
CC(C)Oc1ccc(C(=O)Nc2ccc(NC(=O)c3ccco3)c(Cl)c2)cc1	0.2%	-0.1%	2.7	53	-14%	-6%	i	31	4.5%	5%	-18%
COc1ccc(C(=O)Nc2ccnc(-c3cccnc3)n2)cc1	0.4%	0.0%	2.1	29	-14%	8%	i	7	-0.3%	0%	-7%
CCCc1cc(C(=O)NCC(C)C)no1	-0.2%	-0.2%	0.2	88	15%	1%	i	15	-3.6%	11%	16%
COc1cc(CNn2cn[nH]c2=S)cc(Cl)c1OCc1ccccc1	0.2%	0.6%	2.0	44	8%	-7%	i	13	-0.1%	-1%	-36%
CCOc1ccccc1NC(=S)NC(=O)C1CCCCC1	-0.5%	-0.1%	7.0	61	1%	0%	i	63	-3.5%	0%	1%
C=CCN1C(=O)C(CC(=O)Nc2ccc(OC)cc2)N(Cc2ccco2)C1=S (centres undefined)	-0.5%	0.2%	-1.7	73	2%	-3%	i	43	0.9%	-6%	-19%
CC1(C)CC(=O)N(CC(=O)NC2CCCC2)c2ccccc2S1(=O)=O	-0.6%	-0.1%	-0.9	54	6%	2%	i	53	1.0%	-2%	5%
CC(c1ccccc1)N1CCn2c(nc3cc(NC(=O)NC4CCCCC4)ccc32)C1 (centres undefined)	-0.2%	-0.1%	.	.	11%	22%	i	2	.	8%	.
S=C(NCCc1ccccc1)N1CCN(Cc2ccccc2)CC1	-1.6%	0.8%	1.2	48	-3%	1%	i	17	1.6%	8%	28%
O=C(CSc1ccc([N+](=O)[O-])cn1)Nc1cc(C(F)(F)F)ccc1N1CCOCC1	0.0%	0.0%	0.3	52	3%	3%	i	31	-0.7%	-3%	26%
Cc1ccc(C(=O)CNc2ccccc2)cc1	-0.3%	0.0%	0.4	40	-5%	-4%	i	7	-1.5%	-2%	28%
O=C(CN(c1ccc2c(c1)OCCO2)S(=O)(=O)c1ccccc1)NCc1ccco1	2.1%	0.0%	-0.6	60	-4%	-3%	i	39	-4.0%	8%	39%
CC1(C(=O)OCC(=O)c2c[nH]c3ccccc23)CC1(Cl)Cl (centres undefined)	.	0.0%	2.4	54	10%	?	i	51	0.3%	16%	-29%
Cc1c(CC(=O)N[C@@H](CCCNC(N)=O)C(=O)O)c(=O)oc2cc3oc4c(c3cc12)CCCC4	-0.1%	0.3%	-1.1	89	21%	.	i	35	-5.4%	65%	-7%
COc1ccccc1N1CCN(c2cc(=O)n(-c3ccccc3Cl)c(=O)[nH]2)CC1	-0.1%	0.0%	1.2	81	2%	-5%	i	30	3.6%	10%	10%
